High-throughput results (PubChem)
TIM10 inh = inhibits growth of TIM10 yeast strain. S. cerevisiae TIM10 strain growth, BacTiter-Glo luminescence, 24 h. inhibition, % at 10 µM. 330,000 compounds, 1.4% hits;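 active = inhibition of 40% or more at the single tested concentration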;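 note: wild-type TIM10 isogenic control strain grown at permissive 25 °C; 0% = DMSO yeast wells and 100% = minimal medium wells without yeast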
beta cell repl = inducers of beta-cell replication in MIN6 cells; MIN6 cells proliferation, ATPlite luminescence, 48 h; cells starved in 0.2% serum; 100% = growth in 10% serum; proliferation, % at 10 µM; 330,000 compounds, 0.29% hits; AID 2380;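 active = compounds whose signal lies at least 3.5 SD above the mean of all wells on their plate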;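 note: 0% = DMSO-treated cells in low-serum medium and 100% = 10% serum control; some compounds called inactive have numbers as strong as hits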
mIAP block = mouse IAP inhibition. inhibition, % at 10 µM. purified mouse IAP, CDP-Star luminescence, 30 min. 330,000 compounds, 0.2% hits;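 active = inhibition of at least 40% at 10 µM in the primary screen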;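 note: plate controls were DMSO with enzyme for no effect and no enzyme wells for full effect; values of inactives mirror those of a sister screen read the other way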
APOBEC3G inh = blocks human APOBEC3G single-stranded DNA deamination; inhibition, % at 20 µM; recombinant A3G, ssDNA deamination FAM/TAMRA fluorescence; 330,000 compounds, 0.28% hits;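 active = inhibition of at least 40% at 20 µM, with no more than 30% in the related APOBEC3A deaminase screen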;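 note: plate controls were DMSO wells with A3G for no effect and wells lacking A3G enzyme for full effect; some compounds called inactive have numbers as strong as hits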
Target sequence (Q9HC16 whole entry, looked up): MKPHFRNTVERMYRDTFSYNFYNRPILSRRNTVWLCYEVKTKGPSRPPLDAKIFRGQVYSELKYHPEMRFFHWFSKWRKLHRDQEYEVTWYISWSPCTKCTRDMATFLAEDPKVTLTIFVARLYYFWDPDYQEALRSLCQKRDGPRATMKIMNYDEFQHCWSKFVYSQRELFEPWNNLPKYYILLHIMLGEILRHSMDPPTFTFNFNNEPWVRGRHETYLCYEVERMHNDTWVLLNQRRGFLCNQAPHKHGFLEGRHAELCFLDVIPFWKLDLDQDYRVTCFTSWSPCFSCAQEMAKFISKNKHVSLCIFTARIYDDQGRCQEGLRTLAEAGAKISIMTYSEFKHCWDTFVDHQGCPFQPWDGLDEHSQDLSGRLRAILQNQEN
tim10-1 inh = tim10-1 yeast growth inhibition; S. cerevisiae tim10-1 ts strain growth, BacTiter-Glo, 24 h; inhibition, % at 20 µM; 330,000 compounds, 2.2% hits; AID 463190;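 active = inhibition of at least 40%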;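 note: mutant grown at 25 °C; 0% = DMSO wells with yeast and 100% = wells holding no yeast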
hIAP block = blocks human intestinal alkaline phosphatase; purified IAP, CDP-Star luminescence, 30 min; 330,000 compounds, 0.12% hits; P09923; inhibition, % at 10 µM;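 active = inhibition reaching a set limit with compound at 10 µM in the primary screen, cut at about 35% in these data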;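 note: plate controls were DMSO wells with enzyme for no effect and no-enzyme buffer wells for full effect; values of inactives mirror those of a sister screen read the other way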
Target sequence (P09923 whole entry, looked up): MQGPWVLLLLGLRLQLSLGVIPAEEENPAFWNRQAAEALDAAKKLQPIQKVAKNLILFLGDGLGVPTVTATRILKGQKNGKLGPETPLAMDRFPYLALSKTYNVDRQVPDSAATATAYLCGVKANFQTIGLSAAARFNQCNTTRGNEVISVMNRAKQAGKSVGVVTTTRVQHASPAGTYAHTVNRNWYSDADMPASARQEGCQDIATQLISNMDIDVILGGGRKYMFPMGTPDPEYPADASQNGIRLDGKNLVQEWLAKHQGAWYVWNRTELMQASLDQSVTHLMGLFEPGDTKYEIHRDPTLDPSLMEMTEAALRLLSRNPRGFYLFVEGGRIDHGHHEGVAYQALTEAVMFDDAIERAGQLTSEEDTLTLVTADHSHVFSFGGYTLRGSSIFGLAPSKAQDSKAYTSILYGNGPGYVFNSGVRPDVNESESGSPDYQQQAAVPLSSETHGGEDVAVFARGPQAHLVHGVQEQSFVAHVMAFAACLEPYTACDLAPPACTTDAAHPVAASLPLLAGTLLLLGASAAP
mIAP act = mouse IAP activation. 330,000 compounds, 0.24% hits. muIAP, CDP-Star luminescence, 30 min; active compounds read high; 1 = vehicle-only enzyme signal, 0 = enzyme-free wells. activation factor at 10 µM. AID 2805;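 active = activation factor of at least 2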; note: the source names both 10 and 20 µM as test concentration; values of inactives mirror those of a sister screen read the other way
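Assay system: mouse IAP enzyme; reagent: chemiluminescent substrate CDP-Star; dosing: test compounds delivered from DMSO solution; schedule: 30 min at room temperature; measured by: luminescence from enzymatic CDP-Star hydrolysis; controls: DMSO-only wells and no-enzyme negative control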
NLRP3 yeast inh = inhibitors of NALP3 inflammasome in yeast; Yeast reconstituted NLRP3/ASC/caspase-1, beta-gal luminescence, 24 h; inhibition, % at 10 µM; 330,000 compounds, 0.39% hits; AID 2825;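 active = inhibition of 50% or more; inactive = inhibition below 50%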;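 note: plate controls were induced DMSO wells for no effect and uninduced yeast grown without galactose for full effect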
APOBEC3A inh = inhibitors of human APOBEC3A DNA deaminase. 330,000 compounds, 0.41% hits. P31941. inhibition, % at 20 µM. recombinant A3A, FAM/TAMRA ssDNA deamination fluorescence. AID 493011;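 active = at least 40% inhibition at 20 µM here, with at most 30% in a related deaminase screen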;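 note: plate controls were A3A with DMSO for no effect and wells lacking A3A enzyme for full effect; some results filed as inactive read as strong as hits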
* marks the source's active call; other numbers are inactive results.

SMILES	TIM10 inh	beta cell repl	mIAP block	APOBEC3G inh	tim10-1 inh	hIAP block	mIAP act	NLRP3 yeast inh	APOBEC3A inh
Cn1c(SCc2ccccc2Br)nc2ccccc2c1=O	-11	-5	6	-9	0	12	0.94	26	-11
O=C1CN(C(=O)COc2c(F)c(F)cc(F)c2F)c2ccccc2N1	4	2	4	-9	11	-5	0.96	15	1
O=C(NC1CCCCCC1)C1CC(=O)N(Cc2ccccc2)C1 (stereo not given)	8	1	-9	-1	15	3	1.1	-7	7
CCOc1ccc2nc(SCC(=O)NC3CCCc4ccccc43)sc2c1 (stereo not given)	-20	-2	-25	3	1	4	1.3	21	3
COc1ccc(NC(=O)Nc2ccc3c(c2)CCC3)cc1OC	4	-1	-50	-7	1	-57	1.5	13	-1
CC(=O)c1ccc(Nc2nc(NCCO)nc(OC(C(F)(F)F)C(F)(F)F)n2)cc1	11	-1	9	-2	9	4	0.91	7	-12
COC(=O)C1C2CCC(C2)C1C(=O)OCC(=O)c1ccccc1 (stereo not given)	12	-1	6	-5	12	-12	0.94	-8	-4
C=CCN(C(=O)CCC(=O)Nc1cc(C)on1)C(C(=O)NC(C)(C)C)c1ccc(OC)cc1 (stereo not given)	4	0	4	0	9	3	0.96	5	2
COc1ccccc1N(C(=O)NCc1ccccc1)C1=NCC(C)S1 (stereo not given)	-1	-4	-1	-14	23	-11	1	19	-4
Cn1c(SCC(O)c2ccccc2)nnc1-c1ccc2ccccc2c1 (stereo not given)	4	-3	-4	-4	24	-10	1	9	-5
CC(C)Oc1ccc(CNC(=O)CCCN2C(=O)C(c3ccccc3)Oc3cccnc32)cc1 (stereo not given)	7	1	-2	-1	14	-2	1	4	-2
O=c1[nH]c2cc3c(cc2cc1C(c1nnnn1C1CCCC1)N1CCSCC1)OCCO3 (stereo not given)	-2	4	1	-5	22	-2	0.99	7	1
COc1ccccc1-c1ccc(/C=C2\C=CC(=O)O2)o1	27	-3	11	41	48*	-8	0.89	17	51
Cc1cccc(-c2noc(-c3ccoc3C)n2)c1	8	-3	8	8	6	-10	0.92	11	-1
COc1ccc(CN(C)C2c3ccccc3-c3ccccc32)cc1	-22	-6	10	-7	-33	-9	0.9	9	-2
Cc1onc(C(=O)Nc2cccnc2Cl)c1[N+](=O)[O-]	3	-1	11	-6	8	-1	0.89	-10	-2
O=C(Nc1cccc(Br)c1)c1cc(S(=O)(=O)N2CCOCC2)cs1	11	-3	1	-7	-13	-6	0.99	11	0
OCCC1CN(Cc2ccc3c(c2)CCO3)CCN1C1CCCC1 (stereo not given)	-9	0	13	-5	-13	-6	0.87	8	4
O=C(c1ccco1)N1CCN(c2ccc([N+](=O)[O-])cc2Cl)CC1	9	4	2	-5	14	-5	0.98	3	4
CCC(C)Nc1nc(N)c([N+](=O)[O-])c(NCCO)n1 (stereo not given)	-3	0	10	1	-5	-1	0.9	11	2
CCCOC1CCCN(C(=O)c2cc(COc3cncc(Cl)c3)on2)C1 (stereo not given)	3	-2	-7	6	14	-18	1.1	16	1
O=C(CCCNC(=O)c1ccc(Cl)cc1)Nc1ncccc1O	-2	0	5	-2	6	1	0.95	-6	-7
Cc1c[nH]c2cccc(OCC(CNC(C)(C)C)OC(=O)c3ccccc3)c12 (stereo not given)	13	3	2	-9	-4	18	0.98	-2	-4
COc1ccc(C2=NN(C(C)=O)CC2c2cccc([N+](=O)[O-])c2)cc1 (stereo not given)	4	1	6	-6	43*	-21	0.94	10	-3
CCOC(=O)c1sc2ncn(/N=C/c3ccc(O)c(OC)c3)c(=O)c2c1C	17	4	10	-3	-5	4	0.9	10	-1
CC1C2C(C)N(C)C(=O)N(C)C2N(C)C(=O)N1C (stereo not given)	8	-2	1	1	6	8	0.99	3	0
COc1ccc(C(=O)N2CCN=C2SC)cc1OC	-1	0	1	1	11	8	0.99	11	2
COc1ccc(C2CC(c3ccccc3)=NN2C(=O)CN2N=NC3C(=O)N(c4cccc(F)c4)C(=O)C32)cc1 (stereo not given)	6	1	5	-2	9	-24	0.95	49	-1
CC(C)N(C)C(=O)CCc1nnc(CCc2c[nH]c3ccccc23)o1	10	-3	5	-1	23	-16	0.95	-10	-3
COc1ccc(C2(C(=O)Nc3ccccc3)CCOCC2)cc1	6	-2	2	-7	6	3	0.98	-9	-3
CCOc1ccc(NC(=O)CCC(=O)NNC(=O)COc2ccc(C)cc2)cc1	12	-1	10	-3	-1	-77	0.91	4	1
Nn1c(SCC(=O)Nc2ccc(OC(F)F)cc2)nnc1-c1ccco1	-5	-3	2	-6	-11	-2	0.98	-1	1
O=C(/C=C/c1ccco1)Nc1cccc(S(=O)(=O)N2CCOCC2)c1	26	5	10	-4	30	14	0.9	-4	4
Cc1cc(C)n2nc(SCC(=O)N(C)C3CCCCC3)nc2n1	6	2	5	-5	9	9	0.95	22	6
CC1CN(S(=O)(=O)c2ccc(C(=O)N3c4ccccc4CC3C)cc2)CC(C)O1 (stereo not given)	5	-2	-2	-3	2	14	1	15	3
O=C1C(c2c(O)[nH]c3ccccc23)=Nc2ccccc21	4	-5	-5	-7	33	-11	1.1	11	-2
NC(=O)CN1C(=O)NC2(CCCc3ccccc32)C1=O (stereo not given)	-5	-4	1	-6	-13	7	0.99	15	-5
Cc1cc(Cl)ccc1OCC(=O)NNC(=O)C1CCCO1 (stereo not given)	5	-2	11	-5	-8	-29	0.89	4	-1
COc1cccc(-c2nc3ccccc3c(=O)o2)c1	29	-3	4	-5	48*	5	0.96	2	0
O=C(COc1ccc(Cl)cc1)N/N=C/CCc1ccccc1	4	1	11	-3	0	4	0.89	1	-3
O=C(N/N=C/c1ccoc1)c1cccc(OC(F)(F)C(F)F)c1	-9	-1	2	1	-2	11	0.98	5	4
COCCCNC(=O)c1cccc(NC(=O)c2ccccc2)c1	9	0	-5	2	4	10	1.1	6	-1
Cc1ccnn1-c1ccc(C(=O)NCc2ccccc2CN2CCOCC2)cc1	6	-4	2	-6	16	9	0.98	13	-3
Cc1c(NC(=O)COc2c(F)c(F)c(F)c(F)c2F)c(=O)n(-c2ccccc2)n1C	2	0	0	-9	4	11	0.99	-3	-2
Cc1cccc(NC(=O)Nc2cccnc2)c1C	3	5	-1	-4	-1	-2	1	0	-2
Oc1ccccc1N1CCN(c2ncnc3sc(-c4ccccc4)cc23)CC1	25	-7	8	-7	30	10	0.92	9	-1
O=C(O)c1cccc2c1C(=O)c1ccc(-c3ccc(F)cc3F)cc1S2(=O)=O	-2	1	-5	-2	-11	-12	1.1	5	1
Cc1ccc(CN2CCN(Cc3nc(C(C)C)cs3)CC2CCO)cc1 (stereo not given)	-5	-2	-10	-4	7	-16	1.1	14	-6
O=[N+]([O-])c1ccc(NC2CCCC2)cc1	15	-1	21	-1	20	-8	0.79	-9	-4
CC12CCC(C(=O)Nc3ccccc3)(C/C1=N\O)C2(C)C (stereo not given)	4	1	-3	-4	5	-4	1	5	-1
CC(C)(C)C1CCC(=O)N(CCSc2ccccc2)CC1 (stereo not given)	10	-3	29	-9	15	14	0.71	8	-3
NC(=O)C1CCN(CCS(=O)(=O)c2ccc(Cl)cc2)CC1	16	-3	-4	-1	21	11	1	-5	1
CC(C)(C)c1ccc(C(=S)N2CCN(c3ccccc3)CC2)cc1	21	-2	11	16	30	7	0.89	17	1
Cc1cc(NC(=O)COC(=O)COc2ccc3c4c(c(=O)oc3c2)CCC4)no1	-1	-1	-8	-4	27	-1	1.1	8	0
CCc1ccc(C(C(=O)NC(C)(C)CC)N(Cc2ccco2)C(=O)Cn2nnc3ccccc32)cc1 (stereo not given)	0	-2	-34	-2	25	-4	1.3	8	4
Nc1c(Cl)cc(C2=NCCn3c2c2ccc(C(F)(F)F)cc2[n+]3[O-])cc1Cl	-1	1	5	-5	8	19	0.95	15	-1
CCC(=O)N1CCc2cc(Br)cc(S(=O)(=O)N(C)c3ccc(OC)cc3OC)c21	9	-1	1	-7	13	3	0.99	-15	-2
CCC(C)c1ccccc1NC(=O)CN(CC)CC(=O)Nc1ccc2c(c1)OCCO2 (stereo not given)	21	-1	-25	-4	9	6	1.2	8	-5
CC1=NN(C(=O)Cn2nc([N+](=O)[O-])c(Br)c2C)C(O)(C(F)(F)F)C1 (stereo not given)	3	-4	2	-2	8	-8	0.98	-4	1
Cc1ccc(S(=O)(=O)CCC(=O)OCc2nnc(-c3ccccc3)o2)cc1	-7	-4	7	-6	13	-2	0.93	12	-2

The results go on:
SMILES	TIM10 inh	beta cell repl	mIAP block	APOBEC3G inh	tim10-1 inh	hIAP block	mIAP act	NLRP3 yeast inh	APOBEC3A inh
COc1cccc2c(=O)c3ccccc3oc12	9	7	-14	-12	26	-2	1.1	21	-5
CC(C)(C)CN1C(=O)C(=O)NC[C@@H]1CCCCN	2	-1	-6	-10	2	-9	1.1	8	-8
O=c1[nH]c(CN(CCO)CCO)nc2c1C1(CCCCC1)Cc1ccccc1-2	12	-1	6	-1	13	-76	0.94	12	-2
CC(=O)c1c(N2CCN(C)CC2)nc(=S)n(-c2cc(C)ccc2C)c1C	-6	1	1	1	18	1	0.99	14	-2
CSc1ccccc1OCc1cc(C(=O)NCCC2CCCCO2)no1 (stereo not given)	23	-1	9	-7	24	15	0.91	19	-3
CCN(CC)C(=O)COc1ccc(/C(C)=N/Nc2ncc(Cl)cc2Cl)cc1	14	-3	6	-4	20	8	0.94	-7	2
CCc1cccc(C)c1NC(=O)COC(=O)CC1CCCC1	-3	-5	-6	1	3	6	1.1	21	1
COc1ccccc1S(=O)(=O)Nc1cccc(S(=O)(=O)N2CCCC2)c1	-3	0	-2	-4	4	-2	1	1	-1
Cc1cccc(C)c1NC(=O)COC(=O)c1ccccc1O	20	3	-2	-3	7	-9	1	14	1
C=CCn1c(SCC(=O)Nc2ncc(Cc3cc(Cl)ccc3Cl)s2)nnc1-c1ccncc1	-1	3	-9	3	11	-30	1.1	5	3
O=C(c1ccncc1)N1CCN(C(=O)c2cccc3ccccc23)CC1	-6	-4	2	-1	14	-7	0.98	5	2
C=C(C)Cn1c(Sc2nc3ccccc3[nH]2)nc2c1c(=O)[nH]c(=O)n2C	13	3	-6	-1	11	4	1.1	11	-1

Looked up one by one from above:
SMILES	TIM10 inh	beta cell repl	mIAP block	APOBEC3G inh	tim10-1 inh	hIAP block	mIAP act	NLRP3 yeast inh	APOBEC3A inh
O=C(c1ccncc1)N1CCN(C(=O)c2cccc3ccccc23)CC1	-6	-4	2	-1	14	-7	0.98	5	2
CSc1ccccc1OCc1cc(C(=O)NCCC2CCCCO2)no1 (stereo not given)	23	-1	9	-7	24	15	0.91	19	-3
CCN(CC)C(=O)COc1ccc(/C(C)=N/Nc2ncc(Cl)cc2Cl)cc1	14	-3	6	-4	20	8	0.94	-7	2

Other records.
SMILES	TIM10 inh	beta cell repl	mIAP block	APOBEC3G inh	tim10-1 inh	hIAP block	mIAP act	NLRP3 yeast inh	APOBEC3A inh
Cc1ccc(SCCOCCN2CCc3ccccc3C2)cc1	-3	-2	4	-4	-6	-18	0.96	38	-2
Cc1cccc(OCc2occc2C(=O)Nc2cccc(-n3cnnn3)c2)c1	11	-4	-10	-2	9	-16	1.1	14	-1
CCC(=O)Nc1ccc(NC(=O)CN2CCCC(C)C2)c(Cl)c1 (stereo not given)	0	4	-10	-3	4	2	1.1	22	9
CC(C)(C)NC(=O)C(c1ccccc1)N(C(=O)CNC(=O)c1cccs1)c1cccnc1 (stereo not given)	-4	0	4	-4	12	-4	0.96	1	1
CCc1cccc2c(C(=O)CCl)c[nH]c12	42*	-6	13	-1	29	-10	0.87	-20	2
